From PubChem
Runt-CBFb FRET = blocks binding of human RUNX1 Runt domain to CBFb; Q01196+Q13951; Cerulean-Runt/Venus-CBFb FRET ratio 530/480, 1 h; inhibition, % at 20 µM; 220,000 compounds, 0.46% hits; AID 1496;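 active means inhibition over about 50% at 20 µM in the single-dose screen, limit read from the data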;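 further: 0% = DMSO wells and 100% = excess unlabeled CBFb competitor control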
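test system = Cerulean-tagged RUNX1 Runt domain (FRET donor) fusion protein | reagent = Venus-CBFb binding partner, 100 nM | incubation = protein complex preformed 1 h, compound exposure 1 h, room temperature, dark | detection = FRET fluorescence | read-out basis = loss of energy transfer signal | controls = 5 µM unlabeled CBFb as full-inhibition high control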
Runt-SMMHC FRET = Runt domain-CBFb-SMMHC interaction inhibition | Q01196+Q13951 | Cerulean-Runt/Venus-CBFb-SMMHC FRET ratio 530/480, 1 h | inhibition, % at 20 µM | 220,000 compounds, 0.74% hits;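 active means mean inhibition across duplicate retests at 20 µM reaching about 50%, limit read from the data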;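 further: 0% = DMSO wells and 100% = wells with excess untagged CBFb-SMMHC; inhibitors lower the FRET ratio by blocking Runt binding to CBFb-SMMHC; some results filed as inactive read as strong as hits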
Furin inhibitor = human furin inhibition | 220,000 compounds, 0.061% hits | AID 463115 | inhibition, % at 30 µM | P09958 | purified furin, fluorogenic substrate cleavage; in the data active means inhibition above about 25%; further: inactives centre near -15
Target sequence (P09958 108-714 limits assumed): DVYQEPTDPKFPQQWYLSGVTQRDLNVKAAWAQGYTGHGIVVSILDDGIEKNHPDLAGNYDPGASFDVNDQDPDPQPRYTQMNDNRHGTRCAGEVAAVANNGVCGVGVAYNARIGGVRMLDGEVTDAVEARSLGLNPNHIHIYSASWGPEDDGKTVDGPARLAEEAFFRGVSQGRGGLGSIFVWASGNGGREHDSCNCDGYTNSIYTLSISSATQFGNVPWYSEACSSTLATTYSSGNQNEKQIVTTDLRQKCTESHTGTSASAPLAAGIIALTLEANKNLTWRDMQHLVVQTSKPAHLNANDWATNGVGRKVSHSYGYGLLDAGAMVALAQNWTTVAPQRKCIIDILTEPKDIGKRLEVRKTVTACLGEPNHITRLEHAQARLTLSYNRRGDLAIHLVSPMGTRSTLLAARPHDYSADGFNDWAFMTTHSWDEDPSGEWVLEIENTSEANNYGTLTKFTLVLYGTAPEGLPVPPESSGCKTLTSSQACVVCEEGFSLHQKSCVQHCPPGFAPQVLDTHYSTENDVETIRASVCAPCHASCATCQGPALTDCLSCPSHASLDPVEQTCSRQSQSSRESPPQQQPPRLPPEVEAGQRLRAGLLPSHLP
RBBP9 inhibitor = human RBBP9 hydrolase inhibition. recombinant RBBP9, FP-Rh probe fluorescence polarization. O75884. 220,000 compounds, 0.2% hits. inhibition, % at 7.94 µM;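 active means inhibition above the campaign mean of all tested compounds plus 3 SD, cut at about 14% in these data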;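 further: plate controls were DMSO wells with RBBP9 for no effect and wells lacking RBBP9 protein for full effect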
Target sequence (O75884 whole entry, looked up): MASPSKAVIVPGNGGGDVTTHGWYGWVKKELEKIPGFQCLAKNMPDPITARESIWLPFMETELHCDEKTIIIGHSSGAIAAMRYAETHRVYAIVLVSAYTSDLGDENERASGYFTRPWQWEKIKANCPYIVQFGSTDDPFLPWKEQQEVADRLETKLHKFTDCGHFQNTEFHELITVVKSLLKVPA
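Controls: DMSO-treated enzyme wells and wells lacking RBBP9 | Material: RBBP9 protein | Technique: Fluorescence polarization | Replication: Single well per compound, no replicates | Buffer or medium: Tris-NaCl-Pluronic buffer, pH 8.0 | Timing: 30 min compound preincubation, 45 min probe labeling, 25 °C | Read-out basis: Percent inhibition from mP, scaled between DMSO and no-protein wells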
Tb hexokinase = T. brucei hexokinase 1 inhibition; recombinant TbHK1, G6PDH-coupled NADH A340; inhibition, % at 10 µM; 220,000 compounds, 0.11% hits;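 active means inhibition of 50% or more in the single-dose primary screen; inactive means inhibition below 50%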
NCF1 inh = blocks human p47phox regulatory protein of NADPH oxidases. P14598. p47phox/p22phox peptide binding, fluorescence polarization, 2 h. inhibition, % at 24.7 µM. 220,000 compounds, 0.53% hits. AID 1274;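 active means inhibition above about 30%, limit read from the data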;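 further: 0% = p47phox with labelled peptide and 100% = labelled peptide alone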
EBV gp42 inh = inhibitors of Epstein-Barr virus glycoprotein 42; Q1HVG2; Fluorescence polarization binding assay, mP read-out; inhibition, % (tested at 21.74 µM); 220,000 compounds, 0.42% hits; AID 1085; in the data active means inhibition above about 50%
Target sequence (Q1HVG2 whole entry, looked up): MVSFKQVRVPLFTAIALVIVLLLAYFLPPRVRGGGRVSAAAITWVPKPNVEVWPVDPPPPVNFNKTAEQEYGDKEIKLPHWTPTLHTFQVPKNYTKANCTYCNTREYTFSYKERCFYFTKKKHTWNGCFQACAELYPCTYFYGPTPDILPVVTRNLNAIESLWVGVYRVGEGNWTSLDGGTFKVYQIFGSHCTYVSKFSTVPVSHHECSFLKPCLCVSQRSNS
p97 ATPase inh = human p97 ATPase inhibition; P55072; recombinant p97 ATPase, Kinase-Glo ATP luminescence, 3 h; inhibition, % at 8 µM; 220,000 compounds, 0.42% hits; AID 1481; in the data active means inhibition above about 15%;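 further: 0% = DMSO vehicle and 100% = wells lacking enzyme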
m-calpain inh = inhibitors of pig calpain II; 220,000 compounds, 0.37% hits; inhibition, % at 16 µM; purified calpain II, fluorogenic peptide substrate, 30 min;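 active means inhibition above about 50%, limit read from the data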
An asterisk follows results filed as active; i = inactive; . = not tested or not shown; [ ] = another dose, or the depositor's remark.

1: CC1(c2nnc(-c3ccncc3)o2)CC(c2ccc(F)cc2)=NO1 (centres undefined)
2: CSCCC(NC(=O)/C(=C\c1ccc(Cl)cc1)NC(=O)c1ccccc1)C(=O)O (centres undefined)
3: COc1cc(CC(C#N)(CO)c2nc3ccccc3[nH]2)ccc1OC(F)F (centres undefined)
4: COc1ccc(-n2c(SCC(=O)NCCC(C)C)nc3ccsc3c2=O)cc1
5: CSc1nnc(NC(=O)CCc2ccccc2)s1
6: CCOc1cc(/C=C2/SC(=S)N(CC(=O)O)C2=O)ccc1OC(=O)c1cccs1
7: O=S(=O)(Cc1ccc(Cl)cc1)c1ncc(CO)n1Cc1ccccc1
8: CCC(SC1=Nc2ccccc2C2=NC(CC(C)C)C(=O)N12)C(=O)Nc1ccc2c(c1)OCO2 (centres undefined)
9: CC(c1ccon1)N(C)C(=O)c1ccc(OC2CCN(C(=O)C3CC3)CC2)cc1 (centres undefined)
10: Cc1ccc(NC(=S)NC2CCCC2)cc1

compound no.	1	2	3	4	5	6	7	8	9	10
Runt-CBFb FRET	-2	1	2	7	-14	1	0	6	2	-1
Runt-SMMHC FRET	2	10	7	5	3	-8	4	3	0	4
Furin inhibitor	-32	-15	-4	-34[20 µM]	-10[20 µM]	2	-28	-15[20 µM]	-21	-20
RBBP9 inhibitor	.	3	-14	-2	-2	-5	-4	-5	2	-3
Tb hexokinase	-8	-6	35	-4	1	-17	-2	-12	-1	-1
NCF1 inh	-12	6	-5	-9	-16	-31	-13	-37	-4	-14
EBV gp42 inh	-12	-3	-8	-12	-43	-3	-2	3	-9	-8
p97 ATPase inh	.	-1	-8	0	-1	-6	3	6	2	0
m-calpain inh	-10	-13	28	14	16	21	-4	-23	-23	-17

11: Cc1ccc(OCc2nc(-c3ccccn3)n[nH]2)cc1
12: CCc1ccc2[nH]c(C(=O)Nc3ccc4c(c3)OCO4)cc2c1
13: Cc1ccc2oc(=O)cc(CN3CCN(C/C=C/c4ccccc4)CC3)c2c1
14: CCCC(=O)Nc1ccc(NC(=O)c2ccco2)cn1
15: O=C(NCCc1ccccc1)N1c2ccccc2Sc2ccccc21
16: Cn1cc([C@@H]2C[C@H]3CN(C4CCCC4)C(=O)[C@]34CCCN24)c(-c2ccccc2)n1
17: COc1ccc(CC(=O)NNC(=O)CSc2nnc(C)n2-c2ccccc2)cc1
18: COc1ccc2c(c1)CCC/C2=N\Nc1nc(C(=O)NN)cs1
19: O=C(CNS(=O)(=O)c1ccccc1)OCC(=O)c1ccc([N+](=O)[O-])cc1
20: CCN(C(=O)c1ccnn1C)c1ccccc1

compound no.	11	12	13	14	15	16	17	18	19	20
Runt-CBFb FRET	3	1	0	-1	-1	1	-3	2	10	-3
Runt-SMMHC FRET	-2	0	2	1	0	-6	0	-1	4	2
Furin inhibitor	-27[20 µM]	-22	-13	-10	-11[20 µM]	-20	-2	16	-23	-18
RBBP9 inhibitor	-6	-5	0	2	-10	4	8	-5	-7	6
Tb hexokinase	7	-8	-16	4	1	2	0	-43	6	5
NCF1 inh	-6	-3	-6	1	-2	-9	-13	-9	0	1
EBV gp42 inh	2	-12	-6	1	15	-8	-11	-13	1	8
p97 ATPase inh	0	9	-1	-5	-1	1	5	-3	2	3
m-calpain inh	27	-30	-2	6	-1	-31	10	-5	1	-10

21: CC(=O)c1c(C)[nH]c(C(=O)OCC(=O)Nc2ncc(Cl)c(C)c2Cl)c1C
22: O=C(CN1C(=O)c2cccc3cccc1c23)N1CCc2ccccc2C1
23: CC(=O)C1=C(C)NC(C)=C(C(C)=O)C1c1cn(-c2ccccc2)nc1-c1cccs1
24: COc1ccccc1CN(C(=O)CCl)C(C(=O)NC1CCCCC1)c1ccncc1 (centres undefined)
25: Cc1cc(C)c2c(=O)[nH]c(SCC(=O)Nc3ccccc3)nc2n1
26: COc1cccc(NC(=O)/C=C/c2ccc([N+](=O)[O-])cc2)c1
27: CCc1nc2ccccc2n1Cc1cc(=O)n2cc(C)ccc2n1
28: CCN(c1ccccc1)S(=O)(=O)c1ccc(C(=O)Nc2nnc(-c3ccco3)o2)cc1
29: CCOC(=O)N1CCN(S(=O)(=O)c2ccc(C(=O)Nc3nnc(CC)o3)cc2)CC1
30: O=C(Nc1ccc([N+](=O)[O-])c(NC(=O)C2CCCO2)c1)C1CCCO1 (centres undefined)

compound no.	21	22	23	24	25	26	27	28	29	30
Runt-CBFb FRET	-4	-3	-6	-2	-2	5	2	-1	0	2
Runt-SMMHC FRET	0	-5	-6	-7	0	-2	8	-2	2	-2
Furin inhibitor	-17	-2[20 µM]	-18[20 µM]	0	-33	-30	-16	-21	-6	-11
RBBP9 inhibitor	-5	3	-3	9	6	-6	-7	-2	-9	3
Tb hexokinase	6	-3	-6	-4	7	-12	-15	-5	37	-18
NCF1 inh	10	-18	-13	43*	-8	-28	-16	-9	-6	-2
EBV gp42 inh	-12	-8	25	4	-2	1	7	-4	-19	-6
p97 ATPase inh	-6	-1	4	1	3	0	2	4	2	4
m-calpain inh	-84	-56	3	-27	25	-13	-140	-83	11	-17

31: O=C(O)c1nc2ccccc2nc1C(=O)O
32: COc1ccc(-c2cc(C(=O)Nc3ccc(S(=O)(=O)Nc4onc(C)c4C)cc3)c3ccccc3n2)cc1
33: CCC1=NN2C(=N)/C(=C\c3cccn3-c3ccc(C)cc3C)C(=O)N=C2S1
34: O=C(Nc1ccc(F)c(F)c1)c1ccco1
35: Cc1[nH]c2c(C)cccc2c1CCNS(=O)(=O)c1cccc([N+](=O)[O-])c1
36: NC(=O)c1nn(-c2ccccc2)nc1N
37: CC(C)COC(=O)Cc1c(O)c2ccccc2[nH]c1=O
38: COC(=O)c1ccc(C(=O)OC)c(NC(=O)Oc2ccccc2)c1
39: CCOC(=O)C1CCCN(C(=O)/C=C/c2ccc([N+](=O)[O-])cc2)C1 (centres undefined)
40: Cc1nn2cc(-c3ccc(Cl)cc3)cnc2c1Br

compound no.	31	32	33	34	35	36	37	38	39	40
Runt-CBFb FRET	3	-10	-8	.	0	0	2	66*	-1	0
Runt-SMMHC FRET	1	-8	-11	.	5	0	0	132*	1	-6
Furin inhibitor	-19	-30	-15	-25	-10	-35[20 µM]	-15	-64	-3	-25
RBBP9 inhibitor	-4	-4	-5	-7	-3	-4	2	-6	-5	-11
Tb hexokinase	-10	-24	-3	-3	-4	-14	-9	-14	-21	-3
NCF1 inh	-5	-18	-40	-5	-7	-9	-5	-4	-6	-3
EBV gp42 inh	-11	0	-1	-17	0	-14	-13	-4	-15	-4
p97 ATPase inh	1	4	3	3	-5	-3	3	3	6	4
m-calpain inh	-5	-33	-33	-45	12	i	2	-488	3	-17

Full records, looked up by structure:
`Cc1nn2cc(-c3ccc(Cl)cc3)cnc2c1Br` is listed with Runt-CBFb FRET: 0; Runt-SMMHC FRET: -6; Furin inhibitor: -25; RBBP9 inhibitor: -11; Tb hexokinase: -3; NCF1 inh: -3; EBV gp42 inh: -4; p97 ATPase inh: 4; m-calpain inh: -17
`COC(=O)c1ccc(C(=O)OC)c(NC(=O)Oc2ccccc2)c1` is listed with Runt-CBFb FRET: 66*; Runt-SMMHC FRET: 132*; Furin inhibitor: -64; RBBP9 inhibitor: -6; Tb hexokinase: -14; NCF1 inh: -4; EBV gp42 inh: -4; p97 ATPase inh: 3; m-calpain inh: -488

Further compounds:
41: CCN(CC)C(=O)C(=O)Nc1cccc(Br)c1
42: CCN(CC)CCOCCOc1cc(C)c(Cl)c(C)c1
43: Cn1c(Sc2ccc(C(=O)O)cc2[N+](=O)[O-])nnc1-c1ccccc1
44: Cn1c(Cc2cccs2)n[nH]c1=S
45: COc1ccc(C2=NC(C(F)(F)F)(C(F)(F)F)c3c(n(C)c(=O)n(C)c3=O)N2)cc1
46: Cn1cnnc1SCC(=O)N1N=C(c2ccc(Cl)cc2)CC1c1ccco1 (centres undefined)
47: O=C(N/N=C\c1cn[nH]c1-c1ccccc1)c1cccnc1
48: CCN(CC)CCNC(=O)c1cc2cc(Br)ccc2s1
49: c1coc(Cn2nnnc2CN2CCN(C3CCCC3)CC2)c1
50: Cc1c(C(=O)O)oc2ccc(S(=O)(=O)NCc3ccccc3)cc12

compound no.	41	42	43	44	45	46	47	48	49	50
Runt-CBFb FRET	0	2	-1	5	0	42	-1	0	2	-1
Runt-SMMHC FRET	-2	-1	-4	-1	-7	7	-2	-3	-3	-2
Furin inhibitor	-26	-26[20 µM]	-25	-14[20 µM]	-11[20 µM]	-23	-17[20 µM]	-32	-12[20 µM]	-22[20 µM]
RBBP9 inhibitor	-3	-6	-1	-1	-3	3	-5	-5	-4	-11
Tb hexokinase	4	-4	-7	-1	-17	-5	-12	4	4	1
NCF1 inh	-17	-3	-12	2	-13	-2	1	1	-4	-7
EBV gp42 inh	-11	-1	3	4	-24	-3	-22	-6	7	-26
p97 ATPase inh	1	-2	4	3	2	-6	5	2	2	-5
m-calpain inh	-16	5	14	9	-25	-29	2	-6	-15	-10

A second format for part of the listing above:
44) Cn1c(Cc2cccs2)n[nH]c1=S
  Runt-CBFb FRET = 5 | Runt-SMMHC FRET = -1 | Furin inhibitor = -14[20 µM] | RBBP9 inhibitor = -1 | Tb hexokinase = -1 | NCF1 inh = 2 | EBV gp42 inh = 4 | p97 ATPase inh = 3 | m-calpain inh = 9
45) COc1ccc(C2=NC(C(F)(F)F)(C(F)(F)F)c3c(n(C)c(=O)n(C)c3=O)N2)cc1
  Runt-CBFb FRET = 0 | Runt-SMMHC FRET = -7 | Furin inhibitor = -11[20 µM] | RBBP9 inhibitor = -3 | Tb hexokinase = -17 | NCF1 inh = -13 | EBV gp42 inh = -24 | p97 ATPase inh = 2 | m-calpain inh = -25
46) Cn1cnnc1SCC(=O)N1N=C(c2ccc(Cl)cc2)CC1c1ccco1 (centres undefined)
  Runt-CBFb FRET = 42 | Runt-SMMHC FRET = 7 | Furin inhibitor = -23 | RBBP9 inhibitor = 3 | Tb hexokinase = -5 | NCF1 inh = -2 | EBV gp42 inh = -3 | p97 ATPase inh = -6 | m-calpain inh = -29

New compounds follow.
51: Nc1ncnc2c1ncn2C1OC(CO)C(O)C1N (centres undefined)
52: Cn1cnnc1SCC(=O)NCCc1ccccc1
53: COCCCNC(=S)NNC(=O)c1csc(C)n1
54: COc1nc(C#N)c(N2CCOCC2)o1
55: O=C(CCC(=O)Nc1ccccc1Cl)N/N=C/c1ccccc1
56: Cc1cc(-c2ccc(Cl)cc2)c(C#N)c(N)n1
57: COC(=O)c1c(NC(=O)c2ccco2)sc(C(=O)N2CCCC2)c1C
58: CCc1nc2oc3cc(OC)ccc3c(=O)c2c(=O)n1-c1ccccc1
59: O=C1CC(c2cccs2)Cc2nc(NCC3CCCO3)ncc21 (centres undefined)
60: Cc1ccc(S(=O)(=O)Nc2ccc3c(c2)CCC3)cc1
61: Cc1cccc(NC(=O)CSc2nnc(-c3ccco3)n2CC2CCCO2)n1 (centres undefined)

compound no.	51	52	53	54	55	56	57	58	59	60	61
Runt-CBFb FRET	0	3	7	0	-2	3	-1	1	0	1	3
Runt-SMMHC FRET	1	4	3	-3	5	4	4	3	0	-5	2
Furin inhibitor	-26	-10[20 µM]	-8	-12[20 µM]	-7	-9[20 µM]	-5	-16	-5	-21	-27
RBBP9 inhibitor	-5	-7	-15	-2	-4	0	5	4	-10	-8	0
Tb hexokinase	-5	-1	-4	5	1	-11	-35	-16	31	5	7
NCF1 inh	-3	0	10	-5	-8	-49	-1	-18	-8	-12	.
EBV gp42 inh	-4	-2	2	-25	-7	-7	4	-24	-7	-8	-3
p97 ATPase inh	4	6	-5	-2	-3	0	0	-1	-5	-2	2
m-calpain inh	-16	-9	9	2	2	-81	-24	13	-16	21	20
